High-throughput results: PubChem, National Center for Advancing Translational Sciences (NCATS)
ELG1 genotox = qHTS screen for small molecules that induce genotoxicity in human embryonic kidney (HEK293T) cells expressing luciferase-tagged ELG1 | HEK293T ELG1-luciferase reporter, luminescence, 16 h | hit rate 1.3% among 330,000 | Potency, µM (doses to about 46 µM), without a hit: at the top dose activity change, positive = activation, usual class: activators; note: potency is the fitted concentration of half-maximal effect; % of control where 0% means no effect; nearly all actives have a fitted effect of over 60% in size
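Luminescence read-out: rising ELG1-luciferase signal, reflecting elevated ELG1 protein under genetic stress, flags genotoxic compounds. Cells were treated for 16 hr at 37 °C before ONE-Glo detection.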
FLuc counter = qHTS profiling assay for firefly luciferase inhibitor/activator using purifed enzyme and Km concentrations of substrates (counterscreen for miR-21 project); Luciferin 4-monooxygenase (Photinus pyralis), P08659; purified FLuc, Km substrates, luminescence inhibition; Potency, µM (doses to about 57.5 µM), without a hit: at the top dose activity change, negative = inhibition, most hits filed as inhibitors; hit rate 6.9% among 360,000;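 note: potency is the fitted concentration of half-maximal effect; plate controls were vehicle for no effect and reference inhibitor for full effect; nearly all actives have a fitted effect of over 55% in size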
Target sequence (P08659 whole entry, looked up): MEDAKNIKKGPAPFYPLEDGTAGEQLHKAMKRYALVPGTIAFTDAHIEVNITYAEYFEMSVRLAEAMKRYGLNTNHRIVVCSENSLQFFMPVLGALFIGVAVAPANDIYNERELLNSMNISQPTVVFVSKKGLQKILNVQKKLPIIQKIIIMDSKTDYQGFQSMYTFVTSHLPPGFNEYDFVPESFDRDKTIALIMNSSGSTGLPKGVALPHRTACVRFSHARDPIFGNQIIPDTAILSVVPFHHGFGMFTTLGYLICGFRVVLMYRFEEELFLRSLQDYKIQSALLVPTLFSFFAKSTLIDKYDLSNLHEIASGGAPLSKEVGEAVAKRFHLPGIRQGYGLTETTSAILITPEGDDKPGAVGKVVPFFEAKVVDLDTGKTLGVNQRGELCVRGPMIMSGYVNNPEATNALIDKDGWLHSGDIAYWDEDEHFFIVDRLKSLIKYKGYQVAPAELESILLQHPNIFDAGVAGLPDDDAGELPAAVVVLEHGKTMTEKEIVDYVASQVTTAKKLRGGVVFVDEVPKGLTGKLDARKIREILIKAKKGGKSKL
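Purified P. pyralis luciferase, 10 nM final, with Km-level 10 uM D-luciferin and 10 uM ATP in 50 mM Tris acetate pH 7.5, 10 mM Mg acetate, 0.01% Tween-20, 0.05% BSA; 6-point qHTS titration about 60 µM downward; luminescence read.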
NPC1 prom act = qHTS Assay for NPC1 Promoter Activators; Huh7 NPC1 promoter luciferase reporter, 24 h; Potency, µM (highest dose often 9.22 µM), for the others: at the highest dose activation, most hits filed as activators; hit rate 2.4% among 320,000; AID 485313, 2010;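 note: potency is the fitted concentration of half-maximal effect; % of control where 0% means no effect; nearly all actives have a fitted effect of over 60% in size; reporter is driven by a mutant NPC1 promoter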
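Huh7 reporter cells (NPC1 promoter driving luciferase) are dosed with compound for 24 h at 37 °C, 5% CO2; luciferase detection reagent is then added and luminescence measured after 10 min at ambient temperature.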
Rab9 prom act = qHTS Assay for Rab9 Promoter Activators; Huh7 Rab9 promoter-luciferase reporter, luminescence, 24 h; Potency, µM (top dose mostly 9.22 µM), for inactives: top-dose activation, negative = inhibition, actives largely listed as activators; AID 485297, 2010; hit rate 2.8% among 320,000; note: potency is the fitted concentration of half-maximal effect; % of control where 0% means no effect; nearly all actives have a fitted effect of over 60% in size
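Huh7 reporter line, Rab9 promoter upstream of luciferase. Compound exposure 24 h at 37 °C in reduced-serum medium with 10% FBS. Read-out: luminescence.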
ELG1 DNA repair = qHTS screen for small molecules that inhibit ELG1-dependent DNA repair in human embryonic kidney (HEK293T) cells expressing luciferase-tagged ELG1 | HEK293T ELG1-luciferase reporter, luminescence, 16 h; DNA damage induced by 5-fluorouridine | Potency, µM (series often up to 46.1 µM), without a hit: at the top dose activity change, negative = inhibition, usual class: inhibitors | hit rate 2.3% among 330,000; note: potency is the fitted concentration of half-maximal effect; % is set by controls: 0 for no effect and ±100 for the full control effect; nearly all actives have a fitted effect of over 55% in size
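Cells (2,000 per well) received 5-fluorouridine plus test compound or DMSO and were incubated 16 hr at 37 °C, 5% CO2. Luciferase activity was read by luminescence 30 min after ONE-Glo addition; signal suppression marked inhibition of damage-induced ELG1 function.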
p53 reactivator = qHTS assay for re-activators of p53 using a Luc reporter. H1299 p53-A138V BP100-luciferase reporter, luminescence, 24 h. Potency, µM (series often up to 92.2 µM), inactives show at the top dose activity change, positive = activation, usual class: activators. hit rate 0.063% among 320,000. AID 504706, 2011; note: potency is the fitted concentration of half-maximal effect; % of control where 0% means no effect; nearly all actives have a fitted effect of over 45% in size
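H1299 (p53-null), stable ts p53-A138V + BP100-Luc; 1000 cells/well, Opti-MEM/10% FBS; cpd 4 pt, 1:5; 24 h, 37 deg C, 5% CO2; detection reagent 10 min RT; luminescence.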
RORgamma inh = qHTS for inhibitors of ROR gamma transcriptional activity; hit rate 5.4% among 310,000; Potency, µM (titrated, usually from 53.6 µM), without a hit: at the top dose activity change, negative = inhibition, most hits filed as inhibitors; AID 2551, 2010; Drosophila S2 Gal4-RORgamma UAS-luciferase reporter, 20 h; note: potency is the fitted concentration of half-maximal effect; % is set by controls: 0 for no effect and ±100 for the full control effect; nearly all actives have a fitted effect of over 60% in size
Target sequence (P51450 whole entry, looked up, the tested form may be a part): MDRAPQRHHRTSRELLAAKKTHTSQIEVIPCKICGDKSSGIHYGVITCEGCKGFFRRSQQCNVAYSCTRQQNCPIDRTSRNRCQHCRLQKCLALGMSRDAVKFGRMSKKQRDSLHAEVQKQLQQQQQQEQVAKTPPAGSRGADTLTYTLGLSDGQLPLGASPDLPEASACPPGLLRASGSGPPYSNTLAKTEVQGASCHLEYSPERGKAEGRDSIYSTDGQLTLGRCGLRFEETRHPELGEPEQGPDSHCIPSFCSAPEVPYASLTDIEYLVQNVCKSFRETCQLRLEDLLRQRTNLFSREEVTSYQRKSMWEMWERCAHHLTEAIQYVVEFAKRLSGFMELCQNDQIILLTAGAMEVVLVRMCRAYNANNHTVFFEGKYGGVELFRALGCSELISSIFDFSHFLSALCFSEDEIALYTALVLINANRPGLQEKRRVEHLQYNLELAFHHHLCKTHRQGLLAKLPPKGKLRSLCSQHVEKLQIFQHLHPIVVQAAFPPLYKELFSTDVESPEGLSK
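Drosophila Schneider cells stably carrying a metallothionein-driven Gal4 DBD–ROR gamma fusion and a UAS-Photinus luciferase reporter were exposed to compound for 1 hr, then induced with copper sulfate (700 uM final) for 20 hr at ambient temperature before luminescence reading.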
TRPV1 agonist = HTS Assay for Compounds that Act as Agonists of the Vanilloid Receptor 1. hit rate 0.19% among 320,000. AID 540275, 2011. Transient receptor potential cation channel subfamily V member 1 (Homo sapiens), Q8NER1. activation, % at 8.33 µM. TRPV1-expressing cells, Fluo-8 calcium influx, agonist mode; in the data active = activation above about 80%; inconclusive = between about 30% and that limit; note: 0% is about no effect
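TRPV1-expressing cells were cultured overnight at 35.5C and loaded with Fluo-8 calcium dye for 40 to 90 min at room temperature. After a 10 s baseline, compound was added and calcium influx was read kinetically for 3 min (ex 480/em 520 nm).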
BRCA1 expr act = qHTS Assay to Identify Small Molecule Activators of BRCA1 Expression; MCF7-BRCA1-FFLuc reporter, luminescence, 48 h; response scale: scaled: vehicle 0%, 10 µM genistein 100%; Potency, µM (top dose mostly 46.1 µM), inactives show at the highest dose activation, most hits filed as activators; hit rate 1.1% among 380,000; note: potency is the fitted concentration of half-maximal effect; nearly all actives have a fitted effect of over 80% in size; some results filed as inactive show a strong effect at the top dose
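MCF7-BRCA1-FFLuc cells, 2000/well in phenol-red-free MEM, attached 2 h then treated 48 h at 37 C. Luciferase luminescence read 15 min after reagent; normalized to genistein maximum activation (10microM) and DMSO, concentration-response fitted.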
Tb PFK block = qHTS Assay to Find Inhibitors of T. brucei phosphofructokinase; T. brucei PFK, ADP-Glo luminescence; Potency, µM (top dose mostly 57.5 µM), for the others: top-dose activity, negative = inhibition, most hits filed as inhibitors; hit rate 0.17% among 330,000; ATP-dependent 6-phosphofructokinase (Trypanosoma brucei brucei), O15648; AID 485367, 2010;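 note: potency is the fitted concentration of half-maximal effect; 0% = uninhibited 1x PFK enzyme wells and -100% = no-enzyme wells; nearly all actives have a fitted effect of over 60% in size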
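Luminescent ADP detection (ADP-Glo, two-step: ATP depletion then ADP-to-ATP conversion for luciferase) reported PFK activity after 45 min room-temperature reaction of 1.25 nM enzyme with 0.5 mM F6P and 0.1 mM ATP at pH 8.0.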
Gal4-VP16 FLuc = VP16 counterscreen qHTS for inhibitors of ROR gamma transcriptional activity. Drosophila S2 Gal4-VP16 UAS-luciferase, luminescence, 20 h. hit rate 3.5% among 310,000. AID 2546, 2010. Potency, µM (doses to about 53.6 µM), inactives show top-dose activity, negative = inhibition, usual class: inhibitors;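 note: Gal4-VP16 expression switched on by copper sulfate through the metallothionein promoter; potency is the fitted concentration of half-maximal effect; % is set by controls: 0 for no effect and ±100 for the full control effect; nearly all actives have a fitted effect of over 50% in size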
An asterisk follows results filed as active; ? = inconclusive; · = not tested or not shown; & = joins results of further samples; ! = not active in a repeat; [ ] = another dose, or the depositor's remark. Unless noted, calls come from the whole dose curve; as a rule, active = well fitted curve in the direction sought with a large enough effect; inconclusive = small, poorly fitted or top-dose-only effect, or another doubt; inactive = no such curve, though single readings can be large; an effect the other way counts as inactive or inconclusive.

The line under a structure holds: FLuc counter	Tb PFK block	p53 reactivator	ELG1 genotox	BRCA1 expr act	RORgamma inh	NPC1 prom act	TRPV1 agonist	Gal4-VP16 FLuc	Rab9 prom act	ELG1 DNA repair
C(#CCN1CCCC1)CN1CCCC1
 : 2%	0%	3%	1%	3%	8%[16.9 µM]	-4%	-2	-11%[17 µM]	-4%	24%
COc1ccc(CN2CCN(C(=O)Cc3ccccc3)CC2)c(OC)c1
 : 4%	-10%	-6%	2%	-13%	44%	-3%	-3	-3%	3%	-8%
COC(=O)N(C)c1ccc(C(O)(C(=O)OC)C(F)(F)F)cc1 (stereo not given)
 : 1%	-2%	-15%	-3%	31%	-8%	-2%	2	-16%	-1%	8%
CN1CCN(c2ccc([N+](=O)[O-])cc2Cl)CC1
 : -6%	-3%	-1%	-1%	1%	14%	-3%	-1	-1%	-1%	-3%
O=C(C1CCCN(c2nnc(-n3cccc3)s2)C1)N1CCC2(CC1)OCCO2 (stereo not given)
 : -8%	-1%	-5%	1%	-1%	39%	-1%	7	-7%	-1%	-12%
CC(=O)N(C1=NCCCS1)c1ccccc1F
 : 3%	-3%	0%	0%	-1%	-8%	8%	3	2%	-2%	-1%
O=C1OC(c2ccc([N+](=O)[O-])cc2)=N/C1=C/N1CC2CC(C1)c1cccc(=O)n1C2 (stereo not given)
 : 4%	1%	-2%	-2%	10%	8%	-5%	6	-5%	-5%	-17%
COC(=O)C(O)(c1ccc2c(c1)CCCN2)C(F)(F)F (stereo not given)
 : 0%	-1%	-3%	-1%	9%	23%	-2%	1	-2%	-11%	1%
COc1ccc(CCNCc2sccc2C)cc1
 : 1%	3%	6%	4%	3%	-5%	-2%	1	-5%	-2%	21%
Cc1ccc(Cn2nc(C(=O)Nc3ccc(Br)cc3)cc2C)cc1
 : 9.5µM*	10%	?	21µM*	5%	40%	-13%	108*	?	-11%	?
Cc1c(C(=O)NCCC2=CCCCC2)oc2ccc(S(=O)(=O)N3CCC4(CC3)OCCO4)cc12
 : 1%	6%	-10%	-41%[inhibitor]	-64%	-2%	-6%	2	-1%	-18%	?
COc1ccc(NC(=O)Nc2cccc3cccnc23)cc1
 : 1.9µM*	4%	?	?	32%	2%	16%	·	3%	27%	?
CCCC(C)C1(CC)C(=O)NC(=Nc2ccc(F)cc2)NC1=O (stereo not given)
 : -1%	0%	-10%	-8%	-33%	?	-16%	4	-22%	7%	-24%
COC(=O)C1=C(c2ccc3ccccc3c2)C[C@@H]2CC[C@H]1N2C(=O)NCCO
 : -1%	0%	3%	1%	-6%	·	-1%	-4	·	-3%	27%
COc1cc2[nH]c(=O)n(-c3ccc(C)cc3)c(=O)c2cc1OC
 : 6%&-1%	1%	2%	0%	2%&-14%	13%	-2%	-4	1%	3%	1%
CCN(CC)c1ccc(N=Cc2c(O)n(-c3ccc(Cl)cc3)c(=O)[nH]c2=O)cc1
 : -6%	-7%	-4%	2%	-32%	0%	-5%	-8	-3%	13%	1%
COC(=O)C1=C(c2ccc(F)cc2OCc2ccccc2)C[C@@H]2CC[C@H]1N2C(=O)NCc1ccc(OC)cc1
 : -1%	-2%	-5%	-5%	·	·	-5%	28	·	-3%	?
Cc1cc(O)c2c(C)c(CC(=O)N3C[C@H]4C[C@@H](C3)c3cccc(=O)n3C4)c(=O)oc2c1
 : -2%	-1%	17%	1%	14%	-15%	-2%	-4	?	-7%	1%
COC(=O)C1=C(c2ccc(Cl)c(C(F)(F)F)c2)C[C@@H]2CC[C@H]1N2C(=O)NCCOc1ccccc1Cl
 : -5%	7%	-13%	-12%	-72%	·	-5%	5	·	-1%	?
CC[C@@H](CO)NC(=O)[C@@H]1C=C2c3cccc4c3c(cn4C)C[C@H]2N(C)C1
 : 1%&3%&-5%	2%&-2%&-24%	-2%&-3%&-9%	-1%&0%&1%	-12%&-1%	18µM*!	-6%[46.1 µM]	1&-4&-2	?	-2%[46.1 µM]	?
CCOC(=O)c1cn2nc(OP(=S)(OCC)OCC)cc2nc1C
 : 0%	7%	3%	-8%	-45%	36%	-3%	28	5%	4%	-19%
O=c1[nH]c(=O)n(-c2ccc(Cl)cc2)c(O)c1C=NCCN1CCCCC1
 : -1%	0%	-3%	-4%	-27%	18%	0%	1	0%	6%	6%
C=CC1CN2CCC1CC2C(OC(C)=O)c1ccnc2ccc(OC)cc12 (stereo not given)
 : 1%	1%	-3%	0%	-28%	2%	-4%	·	5%	-3%	2%
Cn1c(N2CCNCC2)nc2ccccc21
 : 0%	-5%	1%	2%	3%	-27%	-2%	1	6%	-3%	4%
NCc1ccccc1COc1ccccc1
 : 1%	24µM*	-4%	-2%	7%	-1%	-5%	-2	1%	-1%	5%
FC(F)(F)c1ccccc1N1CC1c1ccncc1 (stereo not given)
 : -1%	-3%	9%	-1%	17%	-3%	-12%	12	-5%	-2%	?
CCCCn1c(=O)c(C=Nc2cccnc2Cl)c(O)n(CCCCl)c1=O
 : -12%	3%	-2%	-3%	-19%	36%	-4%	14	6%	-11%	0%
CC(Cc1ccccc1Sc1ccc(O)cc1)N(C)C (stereo not given)
 : 0%	0%	-1%	-4%	-7%	6%	0%	2	11%	-3%	?
O=C(C(=O)N1CCOCC1)c1cn(CCCOc2ccccc2)c2ccccc12
 : -11%	-1%	-5%	-4%	0%	28%	-7%	13	2%[10 µM]	10%[1.84 µM]	11%
Cc1ccc2nsnc2c1-n1c(C)nc2ccccc2c1=O
 : 0%	1%	13%	1%	3%	1%	2%	-3	-1%	1%	5%
O=c1c2ccccc2nc(-c2ccco2)n1-c1ccc(Br)cc1
 : 3%	0%	6%	-8%	-43%	29%	-3%	-2	-4%	-13%	0%
Cc1nc2cc(C(F)(F)F)ccc2n1C1CCN(Cc2nnnn2Cc2ccc3c(c2)OCO3)CC1
 : 3%	3%	-9%	-32%[inhibitor]	-55%	-4%	5%	6	-8%	1%	6.5µM*
CCc1cc(=O)oc2c(C)c(OCC(=O)N3C[C@H]4C[C@@H](C3)c3cccc(=O)n3C4)ccc12
 : 0%	0%	7%	9%	1%	-27%	-4%	2	2%	-4%	22%
O=C(CN1C(=O)COc2ccccc21)N1CCC2(CC1)OCCO2
 : -1%	3%	?	0%	0%	0%	1%	2	0%	-1%	9%
CP(=O)(O)CN1CCCCC1
 : -2%	24%	-1%	20%	2%	20%	-4%	3	-2%	0%	7%
CC1(C)CC(n2[nH]c(=O)c3c2NC(=O)CSC3c2ccc(F)cc2)CCO1 (stereo not given)
 : 1%	2%	-5%	5%	-5%	-8%	-3%	-1	1%	-3%	10%

Grouped by structure: the compounds so far containing a furan ring, fused or not.
The line under a structure holds: FLuc counter	Tb PFK block	p53 reactivator	ELG1 genotox	BRCA1 expr act	RORgamma inh	NPC1 prom act	TRPV1 agonist	Gal4-VP16 FLuc	Rab9 prom act	ELG1 DNA repair
Cc1c(C(=O)NCCC2=CCCCC2)oc2ccc(S(=O)(=O)N3CCC4(CC3)OCCO4)cc12
 : 1%	6%	-10%	-41%[inhibitor]	-64%	-2%	-6%	2	-1%	-18%	?
O=c1c2ccccc2nc(-c2ccco2)n1-c1ccc(Br)cc1
 : 3%	0%	6%	-8%	-43%	29%	-3%	-2	-4%	-13%	0%

The list is partial; the hit share may differ from the screen's.
